hgDAF-12 ag: hgDAF-12 agonism, primary luciferase screen; HEK293 GAL4-hgDAF12 UAS-luciferase reporter, agonist luminescence; normalized to butyrate control; activation, % at 6.8 µM; actives 1.8% (n = 370,000); AID 687014;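 active means activation above a cutoff set at the mean of all screened compounds plus 3 SD, cut at about 10% in these data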;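 further: 0% = DMSO wells and 100% = sodium butyrate wells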
ssDAF12 agonist: S. stercoralis DAF-12 activation, primary screen; activation, % at 6.8 µM; HEK293 ssDAF-12/GRIP1 lit1-tk-luc reporter, luminescence; % of 3 µM dafachronic acid response; actives 1% (n = 370,000);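 active means activation above the mean over all tested compounds plus 3 SD, cut at about 0.9% in these data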;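 further: 0% = DMSO-only wells and 100% = 3 µM delta7-dafachronic acid wells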
DAX1 inh-1: NR0B1 (DAX1) inhibition. P51843. HEK293 Gal4-DAX1 luciferase reporter, luminescence. inhibition, % at 6.75 µM. actives 0.99% (n = 340,000). AID 504766;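 active means inhibition above the mean over all tested compounds plus 3 SD, cut at about 4.2% in these data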;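 further: 0% = DAX1-transfected cells with DMSO and 100% = empty-vector control cells with DMSO; inhibition shows as a rise in luminescence from relieved DAX1 repression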
hcDAF12 agonist: activators of H. contortus DAF-12 nuclear receptor; HEK293 hcDAF-12 lit1-tk-luc reporter, luminescence; 0% DMSO, 100% Δ7-dafachronic acid; actives 1.4% (n = 370,000); AID 652067; activation, % at 6.8 µM;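 active means activation above the mean of all tested compounds plus 3 SD, cut at about 5.5% in these data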;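 further: 100% = response to 3 µM Δ7-dafachronic acid high control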
sPLA2-III inh: Inhibits HGIII-sPLA2 liposome hydrolysis, primary screen; inhibition, % at 12.2 µM; actives 0.56% (n = 370,000); Q9NZ20; QFRET BODIPY PC-A2 liposome hydrolysis, fluorescence;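 active means inhibition above mean plus 3 SD of compounds lying within the high and low control bounds, cut at about 19% in these data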;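 further: 0% = median of test compound wells and 100% = no enzyme DMSO wells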
Target sequence (Q9NZ20 whole entry, looked up): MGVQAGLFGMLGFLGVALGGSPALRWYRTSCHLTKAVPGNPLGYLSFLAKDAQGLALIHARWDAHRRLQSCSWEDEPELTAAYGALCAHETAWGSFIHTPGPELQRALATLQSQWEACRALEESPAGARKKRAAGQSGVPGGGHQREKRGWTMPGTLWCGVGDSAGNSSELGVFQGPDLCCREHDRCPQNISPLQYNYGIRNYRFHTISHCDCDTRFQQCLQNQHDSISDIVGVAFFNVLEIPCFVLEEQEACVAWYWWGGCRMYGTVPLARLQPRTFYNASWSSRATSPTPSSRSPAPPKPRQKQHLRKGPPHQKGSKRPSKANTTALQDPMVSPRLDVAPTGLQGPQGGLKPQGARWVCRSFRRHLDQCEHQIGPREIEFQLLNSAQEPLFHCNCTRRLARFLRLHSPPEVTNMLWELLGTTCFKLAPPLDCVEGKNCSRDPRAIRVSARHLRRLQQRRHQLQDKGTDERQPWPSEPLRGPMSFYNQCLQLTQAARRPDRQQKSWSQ
ADAM17 inh: ADAM17 inhibition, QFRET primary screen | actives 0.83% (n = 370,000) | inhibition, % at 6.95 µM | AID 720648 | P78536 | recombinant ADAM17, EDANS/DABCYL FRET peptide cleavage;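 active means inhibition above the mean of compounds lying between control limits plus 3 SD, set per campaign, cut at about 8.5% in these data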;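 further: 0% = DMSO-only wells as the low control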
Target sequence (P78536 215-824 limits assumed): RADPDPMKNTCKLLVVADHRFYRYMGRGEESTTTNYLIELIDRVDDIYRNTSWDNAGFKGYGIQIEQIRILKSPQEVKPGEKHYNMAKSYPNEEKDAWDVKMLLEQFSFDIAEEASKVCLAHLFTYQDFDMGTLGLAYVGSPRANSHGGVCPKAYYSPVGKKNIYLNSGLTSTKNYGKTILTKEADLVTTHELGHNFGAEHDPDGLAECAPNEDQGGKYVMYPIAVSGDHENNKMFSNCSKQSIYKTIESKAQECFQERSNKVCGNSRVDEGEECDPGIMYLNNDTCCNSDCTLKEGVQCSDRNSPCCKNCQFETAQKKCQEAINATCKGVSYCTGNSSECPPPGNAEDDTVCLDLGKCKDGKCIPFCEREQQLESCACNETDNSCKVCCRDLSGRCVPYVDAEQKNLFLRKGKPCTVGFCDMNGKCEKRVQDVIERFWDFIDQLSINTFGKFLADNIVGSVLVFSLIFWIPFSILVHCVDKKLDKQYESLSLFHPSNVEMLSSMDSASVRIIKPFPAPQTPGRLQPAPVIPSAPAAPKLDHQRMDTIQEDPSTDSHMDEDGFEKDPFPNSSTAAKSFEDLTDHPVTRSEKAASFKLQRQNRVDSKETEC
GAA850 FXN act: frataxin GAA850 promoter activation. actives 0.56% (n = 360,000). HEK293 lucGAA850 FXN promoter luciferase reporter, 24 h; percent of 10 µM SAHA response. activation, % at 6 µM;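 active means activation above the average of all compounds screened plus 3 SD, cutoff fixed separately per campaign, cut at about 7.5% in these data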;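 further: 0% = DMSO wells and 100% = 10 µM SAHA wells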
PLC-gamma1 inh: blocks human PLC-gamma1 enzyme activity; actives 0.84% (n = 370,000); purified PLC-gamma1, fluorogenic substrate, fluorescence; inhibition, % at 12.2 µM; in the data active means inhibition above about 9.5%
ADAM10 inh: ADAM10 inhibition, QFRET primary screen | O14672 | inhibition, % at 7 µM | recombinant ADAM10, EDANS/DABCYL FRET peptide cleavage, 3 h | AID 720582 | actives 0.62% (n = 370,000);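 active means inhibition above a per-campaign cutoff equal to the mean of compounds falling between control-based bounds plus 3 SD, cut at about 20% in these data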;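 further: 0% = DMSO wells while the 100% control is not disclosed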
DAX1 inh-2: inhibitors of DAX1 repression of SF-1 activated StAR promoter; AID 652010; HEK293T StAR-luciferase reporter, SF-1/DAX-1 repression relief; inhibition, % at 6.8 µM; actives 1.1% (n = 370,000);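 active means inhibition above the mean over all tested compounds plus 3 SD, cut at about 3.6% in these data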;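 further: 0% = DAX-1 cells with DMSO and 100% = cells lacking DAX-1 with DMSO; higher inhibition means more luminescence from relief of DAX-1 repression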
PLC-beta3 inh: PLC-beta3 (human) inhibition, primary screen. actives 0.18% (n = 370,000). inhibition, % at 12.2 µM. Q01970. Purified PLC-beta3, fluorogenic substrate, fluorescence; in the data active means inhibition above about 11%;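 further: 0% = median of compound wells on plate and 100% = full blocker control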
* hit, by the source's call; i = inactive; nt = no result given.

SMILES	hgDAF-12 ag	ssDAF12 agonist	DAX1 inh-1	hcDAF12 agonist	sPLA2-III inh	ADAM17 inh	GAA850 FXN act	PLC-gamma1 inh	ADAM10 inh	DAX1 inh-2	PLC-beta3 inh
O=C(/C=C/c1ccc[nH]1)c1ccc(F)cc1	6.6	-1.6	-0.4	-1.3	-2.9	-0.8	6.5	-13.2	-4.7	0.2	-11.6
COc1cccc(NC(=O)CSc2nc3scc(C)c3c(=O)[nH]2)c1	-2.0	-1.3	-1.9	-1.9	-32.6	3.3	-1.9	-3.3	0.0	-0.4	-8.7
CCOC(=O)c1cccc(NC(=O)c2ccc(F)cc2F)c1	7.7	-0.9	1.7	1.2	-3.2	-1.4	3.5	2.7	0.2	1.0	3.7
O=C(CN1C(=O)CSC1=O)N1CCc2ccccc2C1	1.1	-1.1	1.0	-0.6	-3.7	-0.5	0.8	-2.4	2.3	-0.3	-0.5
Cc1cc(-c2nn(-c3ccccc3F)cc2CN2CCCC(CO)C2)c(C)s1 (stereo unspecified)	2.2	-0.2	0.6	0.9	-6.8	-0.7	-1.9	1.9	6.3	2.0	2.2
CCOc1nc(C)ccc1-c1noc(-c2cccnc2)n1	0.0	-1.0	-0.1	-1.4	1.5	-0.5	4.0	4.9	14.9	0.6	-2.9
CN(C)c1ccc(/C=N/N=C2/SC(CC(=O)O)C(=O)N2c2ccc(O)cc2)cc1 (stereo unspecified)	5.6	-0.3	1.4	1.0	-16.3	-177.9	0.6	-124.0	i	0.0	-151.7
CC(=O)Nc1cccc(/C(C)=N/NC(=O)c2ccc3c(c2)OCO3)c1	7.4	-0.6	2.1	1.1	-1.2	-0.8	2.1	-2.7	-14.6	1.7	-0.4
O=C(Nc1ccc(S(=O)(=O)N2CCCCC2)cc1)c1cnccn1	0.0	-0.9	2.9	-1.9	4.9	-3.8	0.5	-1.8	7.0	0.2	-0.6
O=[N+]([O-])c1cccnc1Nc1ccc(Cl)cc1	4.0	-0.5	-0.3	2.0	4.7	-0.8	3.2	1.0	-10.9	-0.2	4.4
CCCCOC(=O)c1ccc(NS(=O)(=O)c2cc(-c3nnnn3CC)ccc2OC)cc1	-0.3	-1.6	-0.8	-1.3	-33.0	-2.2	0.4	-3.1	2.2	0.3	-6.2
COc1ccc(NS(=O)(=O)c2cccc(C(=O)NCc3cccnc3)c2)cc1	1.6	-1.1	-0.1	-1.6	-11.9	-2.1	2.2	0.1	-5.1	-0.5	-3.7

Nothing new here: entries from further up.
SMILES	hgDAF-12 ag	ssDAF12 agonist	DAX1 inh-1	hcDAF12 agonist	sPLA2-III inh	ADAM17 inh	GAA850 FXN act	PLC-gamma1 inh	ADAM10 inh	DAX1 inh-2	PLC-beta3 inh
O=C(Nc1ccc(S(=O)(=O)N2CCCCC2)cc1)c1cnccn1	0.0	-0.9	2.9	-1.9	4.9	-3.8	0.5	-1.8	7.0	0.2	-0.6
O=[N+]([O-])c1cccnc1Nc1ccc(Cl)cc1	4.0	-0.5	-0.3	2.0	4.7	-0.8	3.2	1.0	-10.9	-0.2	4.4

The list goes on.
SMILES	hgDAF-12 ag	ssDAF12 agonist	DAX1 inh-1	hcDAF12 agonist	sPLA2-III inh	ADAM17 inh	GAA850 FXN act	PLC-gamma1 inh	ADAM10 inh	DAX1 inh-2	PLC-beta3 inh
CC(C)(C)NCC(O)COc1cccc2[nH]c(=O)[nH]c12 (stereo unspecified)	-3.2	-1.0	0.0	-0.9	4.0	-5.4	0.6	1.0	-6.0	0.3	-1.9
O=C(O)CCCNC(=O)CCn1nnc2ccccc2c1=O	0.4	-1.7	2.5	-0.6	3.6	-5.2	1.5	-1.7	-1.7	0.7	-9.8
CCC(=O)Nc1cccc(-n2nnnc2SCC(=O)N(C(C)C)C(C)C)c1	0.8	-1.1	0.0	-1.4	-2.3	-2.6	1.1	3.7	4.1	-0.9	1.3
O=C(CSc1nc2ccccc2c(=O)[nH]1)Nc1ccc(N2CCOCC2)c(Cl)c1	-2.9	-1.0	-1.0	-0.7	-31.6	0.7	3.3	0.8	1.3	0.3	-6.3
Cc1nc(SCc2ccc(F)cc2)n[nH]1	2.5	-0.7	0.8	2.6	11.6	-4.2	3.7	0.2	3.5	0.4	-1.2
C/C(=N\NC(=O)CN1CCN(Cc2ccc(C)cc2)CC1)c1ccncc1	-1.6	-0.8	-1.5	-2.0	-0.7	1.2	2.5	2.0	10.7	0.4	0.7
COc1ccc(C2/C(=C(/O)c3ccc(S(=O)(=O)N4CCOCC4)cc3)C(=O)C(=O)N2CCN2CCOCC2)cc1 (stereo unspecified)	-1.1	-0.9	-0.5	-0.6	3.6	-0.6	0.0	-0.6	-6.5	-0.4	-1.9
CCCCc1n[nH]c2c1/C(=N/OCC)CC(C)(C)C2	-0.2	-1.6	nt	0.4	-3.4	-3.1	0.7	-3.2	-1.4	0.3	-6.0
COc1ccc(N2CCN(CCN3C(=O)c4ccccc4C3=O)CC2)cc1	-1.2	-1.0	-0.2	3.0	5.4	0.1	4.3	0.7	-15.9	-0.1	-4.1
O=C(COc1ccc([N+](=O)[O-])cc1)NCCc1nc2ccccc2[nH]1	-1.0	-1.3	nt	0.8	1.3	-2.0	-0.6	5.9	8.0	-0.3	-0.5
COc1cccc(CNC(=O)COC(=O)c2ccc(-c3ccc(O)cc3)cc2)c1	-0.4	-1.1	3.7	0.5	-29.4	-22.4	-1.8	-196.3	-81.8	-0.1	-200.0
COC(=O)c1coc(-c2ccc(OC)cc2)c1C(=O)OC	8.0	-0.8	2.0	1.1	7.5	-0.2	1.4	-3.1	-12.1	-0.1	-4.8
Oc1cccc(/C=N/c2c(-c3ccco3)nc3ccccn23)c1	0.0	-0.4	2.0	-2.4	-6.0	-28.7	1.1	-157.8	-73.9	0.3	-208.8
CC1(C)C2CCC13CS(=O)(=O)N[C@@H]3C2 (stereo partly specified)	0.7	-1.3	-0.1	-2.2	2.7	-2.1	-1.2	1.3	3.5	1.4	2.6
CN1CCC(N(C)C(=S)NC(=O)C23CC4CC(CC(C4)C2)C3)CC1	3.7	-1.3	-0.4	-0.3	-0.6	-0.3	1.6	2.1	-0.3	-0.1	1.2
CC(=O)c1cccc(NC(=O)c2noc3c2CCc2ccccc2-3)c1	10.1	-1.7	0.9	-1.5	-5.8	0.7	6.0	1.8	3.5	0.4	-7.4
O=C(NC1CCOC1)c1ccc(OC2CCN(CCc3ccccc3)CC2)cc1 (stereo unspecified)	2.1	-0.8	1.4	-0.5	-5.3	-1.7	-0.5	1.2	-2.8	-0.4	-2.1
c1ccc(Cn2nnc3c(NCCN4CCOCC4)ncnc32)cc1	1.3	-1.3	-0.5	-0.1	-2.4	-1.2	-0.1	3.0	-2.5	0.8	0.9
C=C(C)Cn1cnc2cc(C)c(C)cc21	0.3	-1.0	0.1	-1.1	3.9	-2.9	0.3	0.8	6.0	0.4	-6.8
COc1ccc(CCNC(=O)c2ccccc2Cl)cc1OC	0.5	-1.4	-0.7	-1.9	-1.0	0.9	1.4	1.4	0.5	-0.3	5.1
Cc1cccc(NC(=O)CNC(=O)c2cn(Cc3ccccc3)nc2-c2cccnc2)c1C	-0.2	-1.0	1.2	0.7	-5.3	-1.8	2.4	0.5	-5.5	0.1	-0.7
CC(NC(=O)c1cccc(S(=O)(=O)N2CCN(C)CC2)c1)C1CC2CCC1C2 (stereo unspecified)	-0.4	-1.1	1.1	-2.9	-4.5	-4.2	-0.1	0.7	-5.2	0.2	-5.0
CCOc1ccc(Br)cc1S(=O)(=O)NCCN1CCCC1	0.3	-0.6	1.0	1.3	1.4	3.1	-1.0	-0.3	-4.4	0.4	-6.5
COCCC(=O)N1CCCC(CCC(=O)NCc2ccc(F)c(F)c2)C1 (stereo unspecified)	0.9	-0.3	4.1	-1.6	8.4	-1.3	3.9	-0.3	-5.7	0.1	1.7
Cc1cccc(OCc2nnc(N)s2)c1C	0.3	-1.1	0.5	-2.1	0.1	-1.0	2.2	-0.7	4.6	0.8	-2.9
Cc1nc(S(=O)(=O)c2ccc(Cl)cc2Cl)nc2c1CCC2	-0.5	-0.9	-0.8	0.9	-4.1	-3.3	1.1	3.8	2.0	0.8	-0.7
O=C(NC1CCC(O)CC1)c1cccc2cccnc12 (stereo unspecified)	2.2	-0.4	-0.8	2.3	7.7	-4.7	-0.4	-1.2	-2.6	0.3	-7.7
Cc1cccc(CC(C)NC(=O)CCc2nnc(-c3ccccc3)o2)n1 (stereo unspecified)	-0.5	-1.0	0.8	-0.9	6.1	-2.4	-0.7	0.8	-6.9	0.3	-7.6
Cc1oc2ccc(NS(=O)(=O)c3ccccc3)cc2c1C(=O)Nc1ccccc1	-1.2	-1.4	2.9	-3.3	-20.4	5.3	1.4	1.0	8.6	0.6	7.3
CC(NC(=O)c1ccc(C(F)(F)F)cc1)C(c1ccccc1)N1CCOCC1 (stereo unspecified)	0.5	-2.2	1.0	0.6	-0.3	-1.7	2.9	-2.1	6.5	-0.2	0.1
O=S1(=O)CC/C(=N/Nc2ccccn2)c2cc(F)ccc21	2.7	-1.2	-0.5	-0.8	-4.2	-1.9	0.8	3.4	-2.3	-0.3	-3.0
Cc1ccc(S(=O)(=O)N2CCCC(C(=O)NC3=NCCS3)C2)cc1 (stereo unspecified)	2.1	-1.4	1.0	-0.4	2.8	-5.2	0.1	2.2	-7.7	-0.4	0.2
O=S(=O)(c1cccc2cccnc12)N(CCO)CCO	-0.5	-1.1	-1.6	-0.4	0.7	-0.3	-0.8	0.9	-3.6	-0.3	1.1
O=C(NCc1ccc(Cl)cc1)C1CCCN(c2cnccn2)C1 (stereo unspecified)	0.6	-0.7	-1.1	-2.7	1.0	-10.0	1.7	-23.3	-35.3	0.1	-65.9
C/C=C\C=C/C(=O)Nc1cccc(C2=NOC3(C2)C[C@@H](C(N)=O)N(C(=O)C2(C)CC2)C3)c1 (stereo partly specified)	3.0	-1.7	0.1	0.3	-9.4	-0.4	-0.1	-8.8	-2.7	0.1	-13.3
C[C@H](CO)N1C[C@H](C)[C@H](CN(C)S(=O)(=O)c2cn(C)cn2)Oc2ccc(NC(=O)Nc3ccc(C(F)(F)F)cc3)cc2CC1=O	0.9	-1.2	2.2	-1.3	-32.5	8.3	-1.3	0.9	14.9	0.3	4.5
Cc1ccc2nc(-c3ccc(NC(=O)COCC(=O)O)cc3)sc2c1	16.0*	0.3	3.2	4.5	-2.9	-381.0	2.5	-136.9	i	3.0	-185.1
O=C(CSc1nc2cc(Cl)ccc2o1)N1CCOCC1	0.0	-1.3	1.3	0.1	1.1	3.3	1.7	4.4	0.5	-0.5	3.3
Cc1cccc(NC(=S)N(CCCN2CCCC2)Cc2cccn2Cc2ccc(Cl)cc2)c1	1.4	-1.2	0.5	0.6	-6.8	-2.1	-2.9	3.2	0.9	-0.1	-3.8
N#C/C(=C\c1c(N2CCN(c3ccccc3)CC2)nc2ccccn2c1=O)C(N)=O	2.8	-0.7	1.2	1.0	1.6	-151.0	3.9	-99.4	-362.8	-0.1	-135.5
CN1C[C@@H]2C[C@@H](C3=Cc4cc(Cl)ccc4OC3)N3CCC[C@@]23C1=O	-0.9	-1.3	0.3	-1.9	0.9	-6.4	2.3	-22.6	-16.0	-0.4	-23.2

From PubChem BioAssay
